# CCHF vOTU inh: blocks the CCHF virus ovarian tumor domain protease. CCHFV vOTU protease, Pep-AMC fluorescence. inhibition, % at 11.5 µM. 0.55% of 370,000 active. AID 651958; also: 0% = vehicle wells with enzyme and 100% = no enzyme wells
# BoNT-F LC inh: BoNT F light chain protease inhibition. Multiplex microsphere protease cleavage assay, flow cytometry. inhibition, % at 10 µM. 0.22% of 360,000 active. AID 588497; in the data active = inhibition above about 35%, passing the limit was not always enough; inconclusive = no clear call, values can overlap the other calls; also: plate controls were buffer without enzyme for full effect and enzyme alone for no effect
# UGM FP inh: blocks M. tuberculosis UGM enzyme | AID 504406 | purified UGM, fluorescence polarization probe displacement | inhibition, % at 10 µM | 0.06% of 320,000 active | P9WIQ1; in the data active = inhibition above about 10%, passing the limit was not always enough; inconclusive = no clear call, values can overlap the other calls
# Target sequence (P9WIQ1 whole entry, looked up): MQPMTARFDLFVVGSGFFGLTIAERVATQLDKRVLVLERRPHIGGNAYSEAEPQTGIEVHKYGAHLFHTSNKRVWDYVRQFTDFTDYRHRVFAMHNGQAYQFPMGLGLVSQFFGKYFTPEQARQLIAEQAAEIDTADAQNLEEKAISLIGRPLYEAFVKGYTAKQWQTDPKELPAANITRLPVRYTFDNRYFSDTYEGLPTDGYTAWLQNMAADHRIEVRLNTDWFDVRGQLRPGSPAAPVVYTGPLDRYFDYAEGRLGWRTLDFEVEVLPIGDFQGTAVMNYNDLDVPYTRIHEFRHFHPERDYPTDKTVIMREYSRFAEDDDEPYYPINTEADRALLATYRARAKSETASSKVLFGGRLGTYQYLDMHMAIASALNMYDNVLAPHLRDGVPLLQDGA
# BoNT A protease: blocks Botulinum neurotoxin A light chain protease; multiplex microsphere protease substrate cleavage, flow cytometry; inhibition, % at 10 µM; 0.17% of 360,000 active; in the data active = inhibition above about 30%; inconclusive = no clear call, values can overlap the other calls; also: plate controls were buffer without enzyme for full effect and enzyme alone for no effect
# Mtb BioA inh: BioA (M. tuberculosis) enzyme inhibition; purified M. tuberculosis BioA enzyme, plate reader; 0.096% of 360,000 active; inhibition, % at 9.99 µM; in the data active = inhibition above about 40%; inconclusive = no clear call, values can overlap the other calls
# FBA Mtb inh: inhibitors of M. tuberculosis fructose-bisphosphate aldolase. purified M. tuberculosis FBA, fluorescence read-out. 2.3% of 360,000 active. inhibition, % at 1 µM. AID 588726; in the data active = inhibition above about 27%;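 also: 0% = vehicle and 100% = reference inhibitor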
# Target sequence (P9WQA3 whole entry, looked up): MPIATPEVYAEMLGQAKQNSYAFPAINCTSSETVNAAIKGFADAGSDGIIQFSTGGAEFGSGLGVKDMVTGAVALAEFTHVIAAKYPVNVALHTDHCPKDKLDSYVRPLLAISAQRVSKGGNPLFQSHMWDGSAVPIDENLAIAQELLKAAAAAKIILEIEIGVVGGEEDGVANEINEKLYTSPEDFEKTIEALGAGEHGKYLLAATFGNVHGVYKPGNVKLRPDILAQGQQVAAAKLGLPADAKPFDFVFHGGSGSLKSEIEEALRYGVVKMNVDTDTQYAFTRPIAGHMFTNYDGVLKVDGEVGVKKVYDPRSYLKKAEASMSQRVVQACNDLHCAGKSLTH
# FadD28 binding: inhibitors of Mycobacterium tuberculosis FadD28 bisubstrate binding; FadD28 bisubstrate probe binding, fluorescence polarization; inhibition, % at 12.5 µM; 0.22% of 360,000 active; AID 588549; in the data active = inhibition above about 8.5%, passing the limit was not always enough; inconclusive = no clear call, values can overlap the other calls
# GDH-TPI counter: counter-screen for M. tuberculosis FBA inhibitors: GDH-TPI coupled enzymes | GDH-TPI coupled enzyme counterscreen, NADH absorbance | inhibition, % at 4.8 µM | 1.2% of 360,000 active;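 also: 0% = DMSO wells and 100% = wells lacking the enzyme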
# PrPC TRFRET: reduces human prion protein on the cell surface; 0.43% of 370,000 active; inhibition, % at 13.8 µM; AID 720596; P04156; cell surface PrPC, TR-FRET read-out; in the data active = inhibition above about 24%; also: 0% = median of the test wells and 100% = reference compound wells
# An asterisk follows results filed as active; ? = inconclusive; nt = not tested or not shown; + = active, no number; & = joins results of further samples. Rule as the data show it, unless noted: active = inhibition above about 30%; inactive = the rest.
SMILES,CCHF vOTU inh,BoNT-F LC inh,UGM FP inh,BoNT A protease,Mtb BioA inh,FBA Mtb inh,FadD28 binding,GDH-TPI counter,PrPC TRFRET
O=S(=O)(NCC1CCCO1)c1ccc(-c2ccc(Cl)cc2)cc1 (stereo not drawn),-4,-6,-1.0,-0.8,nt,2,-4.3,-10,3
O=C(N[C@@H](Cc1c[nH]c2ccccc12)C(=O)O)c1ccc(Cl)cc1,-14,-2,-1.6,-0.8,nt,1,-0.5,-2,3
CCOc1ccc(NC(=O)CN(C)C(=O)CC2OC(=O)c3ccccc32)cc1OCC (stereo not drawn),-4,-1,1.3,0.4,-0.6,-1,-1.0,-3,-1
N#Cc1nc(-c2ccccc2)oc1N1CCC(C(N)=O)CC1,-112,?,-0.9,-2.9,3.1,+,0.4,15,11
CC1(C)CC(=O)C2=C(C1)N=C1SCCC(=O)N1C2c1ccc(C(F)(F)F)cc1 (stereo not drawn),-1,0,-2.7,-0.2,-3.8,2,-8.4,31*,13
COc1cccc(NC(=O)CCCCCn2nnc3ccccc3c2=O)c1,8,17,0.1,2.7,nt,2,-0.4,9,-4
CCCS(=O)(=O)NC(=O)C1(C)CCCN(C(=O)c2ccccc2F)C1 (stereo not drawn),-4,-7,nt,-0.4,0.3,-1,-2.2,-3,-4
CC(C)Cc1csc(=S)[nH]1,10,1,nt,-0.4,-0.2,-2,-1.9,1,3
S=c1nc[nH]c2c1ncn2C1CCCO1 (stereo not drawn),-8,16,5.1,3.3,0.9,3,-1.3,19,3
Cc1ccc(CNC(=O)c2cn(C3CCCCC3)c(=O)c3c2c2ccccc2n3C)o1,-2,-19,0.9,-1.5,-1.0,12,-1.0,7,7
Cc1cc(C(=O)C(C)OC(=O)C2=NNC(=O)CC2)c(C)n1-c1ccc(OC(F)F)cc1 (stereo not drawn),9,0,1.0,0.3,0.5,0,-4.7,7,-2
O=c1nc(Nc2ccccc2)oc2ccccc12,-6,-11,-2.5,-0.6,1.6,7,-0.4,-5,7
Cn1c(NCCc2ccncc2)nc2cc(-c3ccsc3)sc2c1=O,1,-7,nt,-0.3,0.3,3,-6.6,15,3
COc1ccc(S(=O)(=O)N[C@@H](CSCc2ccccc2)C(=O)O)cc1,2,-2,-1.2,0.8,-0.5,-1,-4.8,9,5
CCC(=O)Oc1ccc(C(=O)Nc2cccc(C(=O)NC(C)(C)C)c2)cc1,16,-2,0.5,-0.5,nt,-3,-0.6,1,7
Cc1ccc2c(c1)C(=O)C(=O)N2CCCOc1ccccc1C,4,-3,2.0,0.5,nt,-1,-2.4,-3,2
Cc1ccc(Sc2ncccc2N)cc1,-7,nt,4.8,nt,0.9,1,0.6,10,0
COC(=O)c1c(-c2ccc(OC)cc2)sc2cc3c(cc12)OCO3,-16,-3,0.5,-0.6,-1.7,32*,-3.8,8,-25
c1ccc2cc(Sc3ncnc4c3oc3ccccc34)ccc2c1,11,-4,0.3,0.6,nt,2,1.9,9,1
Cc1ccc(S(=O)(=O)NCCS(=O)(=O)N2CCN(c3ccc(F)cc3)CC2)cc1,14,-2,-3.3,1.2,-0.8,6,-1.6,7,3
CCCN(CC1CC1)C(=O)COc1ccccc1C(=O)NCc1ccccc1,8,-5,-3.3,0.2,-0.1,-1,-1.7,10,6
O=C(Nc1ccc(S(=O)(=O)NC2=NCCCCC2)cc1)c1ccc(Cl)cc1Cl,-1,10,nt,2.6,0.3,-1,-2.0,7,-6
CO/N=C/c1ccc(N2CCN(C(=O)c3cccc(Cl)c3)CC2)c([N+](=O)[O-])c1,15,-2,0.3,?,2.4,-1,-2.1,14,7
Cc1ccc(-n2nnnc2-c2cnoc2-c2cccc(F)c2)cc1,1,-9,0.5,1.3,-0.3,-7,-1.0,16,0
Cc1ccc(S(=O)(=O)N2CCOCC2)cc1C(=O)OCC(=O)NC1CCCCC1,13,nt,nt,nt,-2.3,1,-1.0,1,7
CN(C)C(=O)c1cccc(-c2cnc3c(NC=O)cc(-c4ccc(N(C)C)cc4)cn23)c1,-1,-8,nt,0.1,-3.9,-2,-0.5,14,-18
CC1(c2nc3ccccc3[nH]2)CCC(=O)N1Cc1cccs1 (stereo not drawn),17,-4,nt,-0.9,-0.1,-3,-3.0,nt,-10
CN(C(=O)COC(=O)c1ccc(=O)n(Cc2ccccc2)n1)C1CCCCC1,0,-6,0.7,-0.4,0.1,1,0.2,0,-2
Cc1ccc(Sc2ccc(CN3CCCC3)cc2[N+](=O)[O-])cc1,8,-4,4.6,-0.9,2.1,9,-1.6,6,-15
Cc1ccc(Cl)cc1N1CCN(C(=O)c2cn(C)c(=O)c3c2c2ccccc2n3C)CC1,-1,-6,-0.4,-1.4,nt,2,-1.3,15,0

# Laid out differently: entries from further up.
SMILES | CCHF vOTU inh | BoNT-F LC inh | UGM FP inh | BoNT A protease | Mtb BioA inh | FBA Mtb inh | FadD28 binding | GDH-TPI counter | PrPC TRFRET
Cc1ccc2c(c1)C(=O)C(=O)N2CCCOc1ccccc1C | 4 | -3 | 2.0 | 0.5 | nt | -1 | -2.4 | -3 | 2
Cc1ccc(Sc2ncccc2N)cc1 | -7 | nt | 4.8 | nt | 0.9 | 1 | 0.6 | 10 | 0

# More compounds
SMILES,CCHF vOTU inh,BoNT-F LC inh,UGM FP inh,BoNT A protease,Mtb BioA inh,FBA Mtb inh,FadD28 binding,GDH-TPI counter,PrPC TRFRET
CCN(CC)S(=O)(=O)c1ccc(N2CCN(C)CC2)c(NC(=O)Nc2ccc(C)cc2)c1,-2,-19,-3.4,-5.7,0.3,-3,-3.4,-5,-9
Cc1cc(NS(=O)(=O)c2ccc(NC(=O)/C=C/c3c(F)cccc3Cl)cc2)no1,14,-7,-3.6,-0.6,0.3,-2,-14,10,1
CCCc1c(C(=O)N/N=C(\C)c2ccc3c(c2)OCO3)nnn1-c1nonc1N,-10,2,nt,-0.3,-1.2,-2,-0.3,10,2
COc1ccc(CN2C(=O)c3ccccc3C2OC)cc1 (stereo not drawn),20,25,-2.8,-0.3,-1.8,-2,-5.5,6,4
CCCCC(NC(=O)Cc1c(C)c2cc3c4c(oc3cc2oc1=O)CCCC4)C(=O)O (stereo not drawn),-10,19,0.2,-0.3,-0.1,25,nt,13,1
COc1ccc(N2CCN(C(=O)Cn3nnc(-c4ccccc4N)n3)CC2)cc1,10,3,-2.7,-1.1,nt,4,-1.0,7,0
Cc1ccccc1C(=O)Nc1ccnn1C1CCN(Cc2cnn(C(C)C)c2)CC1,8,-7,1.2,-0.2,-1.9,0,-0.9,1,-5
CCn1c(SCC(=O)N2CCCCC2)nc(O)cc1=O,4,12,1.1,0.7,-2.2,2,-3.6,17,5
CC(NC(=O)c1ccccc1NC(=O)c1ccncc1)c1ccccc1 (stereo not drawn),10,-3,0.5,-0.5,nt,2,0.1,2,-13
Cc1c(NC(=S)NC(=O)CCc2ccccc2)c(=O)n(-c2ccccc2)n1C,2,-4,1.7,-0.1,0.0,1,-0.3,5,-5
CCN(CC)S(=O)(=O)c1ccc(NC(=O)c2ccc(Sc3nncn3C)c([N+](=O)[O-])c2)cc1,-10,0,0.9,0.9,nt,0,-1.5,4,-45
Nc1cc(Cl)nnc1Cl,-11,-1,nt,-1.8,1.5,2,-2.1,0,4
CC(C(=O)Nc1ccccn1)c1ccccc1 (stereo not drawn),-14,nt,-2.1,nt,0.4,-1,-0.6,3,8
Cc1ccc(CC2C(=O)N(CC(=O)O)C(=O)C2C)cc1 (stereo not drawn),-11,4,3.7,0.7,1.2,8,3.4,-11,-6
O=C(CS(=O)(=O)c1cn(Cc2ccc(Cl)cc2)c2ccccc12)N1CCOCC1,0,-13,4.9,-1.5,0.3,5,0.5,3,-5
CS(=O)(=O)N1CCc2cc(C(=O)N3CCN(c4ccccc4)CC3)ccc21,0,10,-1.3,0.2,1.7,1,-2.3,2,-4
NC(=O)c1ccc(SCC(=O)OCC(=O)N2CCCC2=O)c([N+](=O)[O-])c1,1,nt,0.4,nt,5.4,2,1.8,11,-14
CC1CC1C(=O)OCC(=O)c1c(N)n(C)c(=O)n(C)c1=O (stereo not drawn),-7,-5,-0.1,-0.8,nt,3,-1.4,-1,7
Cc1ccc(C(=O)N2CCN(c3cnn(C)c(=O)c3Cl)CC2)cc1,-3,-1,-1.3,0.4,nt,1,3.2,7,-2
O=C(Cc1csc(NC(=O)c2ccc(F)cc2)n1)NO,6,-5,1.1,0.6,0.7,-3,-9.5,-9,5
CCc1ccc(NC(=O)COC(=O)CCCC2=NS(=O)(=O)c3ccccc3N2)cc1,5,-9,0.0,0.3,1.6,8,2.6,0,-9
Cc1cc(C)c2nc(-c3ccccn3)cc(C(=O)Nc3ccc(S(=O)(=O)Nc4cc(C)on4)cc3)c2c1,-5,-2,-1.4,?,5.9,5,-2.0,19,-6
COC(=O)c1c(C(=O)OC)c(-c2cccc(F)c2)n2c1CS(=O)C2 (stereo not drawn),-5,-2,-1.4,0.7,98*,7,-1.8,3,12
c1ccc(N2CCN(c3ccccc3)C2c2ccncc2)cc1,2,-2,2.6,0.2,-0.7,0,-3.5,-4,3
Cn1c(NCc2cc(Br)ccc2O)nc2ccccc21,-12,-23,-1.5,-0.7,-0.1,2,-3.9,-2,3
Cc1cc(C)c(S(=O)(=O)NCc2cccnc2)cc1C,-6,nt,-1.2,nt,2.4,-1,1.4,-4,12
CCOC(=O)c1ccccc1N/C=C/C(=O)c1cccs1,-7,3,0.0,7.5,nt,9,1.2,18,8
Cc1nc(N2CCCC2)c2ccsc2n1,-1,6,2.2,0.0,-0.4,2,0.4,5,3
CCCNS(=O)(=O)c1ccc(NC(=O)c2ccccn2)cc1,6,-2,0.0,0.1,-0.9,4,0.3,-5,3
O=C(NN1C(=O)NC2(CCCCC2)C1=O)c1ccc(-c2ccccc2Cl)o1,10,-7,-0.4,-0.4,0.0,9,-0.4,2,7
O=C(Nc1ccc(OC(=O)N2CCCC2)cc1)N1CCOCC1,-13,11,-1.1,1.1,0.2,0,0.2,0,-7
Nc1nnc(-c2ccccc2[N+](=O)[O-])o1,-10,-14,0.5,-2.6,nt,0,-3.1,5,-16
CCc1ccc(-c2cc(C(=O)NCc3ccccn3)c3ccccc3n2)cc1,-17,-2,0.5,0.3,nt,29*,-1.8,-1,-9
COc1cc(CN2CCN(c3ccccc3F)CC2)c([N+](=O)[O-])cc1OC,-4,-3,2.8,-0.7,0.9,-1,-3.1,3,-12
CC(C)CC(=O)NCc1ccc(F)cc1,11,-3,1.5,0.1,-1.6,0,0.2,-3,-8
Cc1ccc(CCNS(=O)(=O)c2cc3c(cc2C)NC(=O)CO3)cc1,3,-6,-2.8,0.4,-0.6,3,-1.5,-2,-5
CCOC(=O)c1sc(/N=C/N(C)C)nc1C,6,-3,0.4,-0.1,-1.3,-2,-4.9,31*,7
CCc1nnc(SCC(=O)NC2CCCC2)nc1CC,-4,nt,2.0,nt,3.3,-1,-1.8,7,1
CC1CCN(C(=O)CCNC(=O)c2ccccc2)CC1,-3,2,4.5,0.3,0.2,1,1.2,1,0
Cc1ccccc1OCCn1cnc2cc([N+](=O)[O-])ccc2c1=O,4,-4,-0.7,1.1,nt,-4,-4.5,3,-23
Cc1ccsc1C(=O)NCC(C)(C)N1CCOCC1,3,2,-1.4,0.1,1.7,3,-0.8,14,-6
Cc1nc2ccccc2c(=O)n1/N=C/c1ccc(O)cc1O,6,-2,2.0,-0.9,nt,1,-0.3,25,2
COc1ccc(C(=O)Nc2cccc(C)n2)cc1S(=O)(=O)N1CCCc2ccccc21,4,?,nt,?,-1.2,2,2.5,3,6
COc1ccc(NC(=O)N(C)C[C@H]2Oc3ccc(NC(=O)Cn4cnnn4)cc3C(=O)N([C@H](C)CO)C[C@@H]2C)cc1,7,2,1.8,-0.2,-2.8&-1.9,-2,-0.7,-2,2
CC(C)c1ncc(S(=O)(=O)c2ccc(C(F)(F)F)cn2)c(N)n1,-12,9,-2.8,0.5,nt,0,-0.3,6,-2
Cc1ccc(S(=O)(=O)Nc2c(C)nc3nc[nH]n3c2=O)c(C)c1,-5,-3,-0.3,0.7,-1.3,1,-1.2,-3,-4
